Source: PubChem
Kir21 block: inhibitors of mouse Kir2.1 inward-rectifier potassium channel; P35561; actives 0.85% (n = 310,000); B-score at 10 µM; AID 1672; HEK293-Kir2.1, FluxOR thallium flux fluorescence; hits give low values;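 active means fluorescence ratio B-score at or below minus 3 SD of library scores, with starting-brightness B-score within 2 SD, cut at about -4.2 in these data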;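 further: channel flux triggered by added potassium and thallium sulfate stimulus; B-score of peak minus minimum fluorescence over baseline after thallium stimulus; more negative B-score means stronger Kir2.1 block with less thallium influx; some compounds called inactive have numbers as strong as hits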
Target sequence (P35561 whole entry, looked up): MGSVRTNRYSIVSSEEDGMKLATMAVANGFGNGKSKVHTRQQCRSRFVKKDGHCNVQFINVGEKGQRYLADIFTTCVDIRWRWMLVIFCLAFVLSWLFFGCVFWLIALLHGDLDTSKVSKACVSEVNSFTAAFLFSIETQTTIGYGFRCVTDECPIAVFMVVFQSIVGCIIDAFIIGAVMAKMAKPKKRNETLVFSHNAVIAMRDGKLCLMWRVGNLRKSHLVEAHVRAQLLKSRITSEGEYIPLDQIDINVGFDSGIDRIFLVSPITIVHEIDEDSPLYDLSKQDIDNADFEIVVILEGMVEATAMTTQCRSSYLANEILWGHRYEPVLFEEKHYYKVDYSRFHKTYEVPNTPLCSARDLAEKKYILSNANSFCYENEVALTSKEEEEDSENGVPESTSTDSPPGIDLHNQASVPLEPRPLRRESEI
KCNQ2 inh: KCNQ2 channel blockers in CHO-K1 cells – cell-based, FluxOR thallium flux, B-score, primary screen (AID 2156); O88943; 20 min; hits give low values; B-score at 10 µM; actives 1.1% (n = 310,000);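 active means fluorescence ratio B-score at most minus 3 library SDs, with starting brightness B-score within 2 library SDs, cut at about -5.5 in these data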
An asterisk follows results filed as active; i = inactive.

| mol | Kir21 block | KCNQ2 inh |
| --- | --- | --- |
| CN1CCN(c2nc(-c3cc4ccccc4o3)cs2)CC1 | 2 | i |
| CCOc1ccc(/C=N/O)cc1 | -1.7 | i |
| O=C(NCc1ccc(F)cc1)N1CCN(S(=O)(=O)c2ccccc2F)CC1 | 0.32 | i |
| CC1(C)CC(=O)c2sc(NC(=O)C3COc4ccccc4O3)nc2C1 (stereo not drawn) | 1.1 | i |
| O=C(O)c1cc(NN=C2CCN(Cc3ccccc3)CC2)ccc1Cl | -0.46 | i |
| CSCCC(NS(=O)(=O)c1ccc(Cl)cc1)C(=O)OCC(=O)NC1CC1 (stereo not drawn) | 0.03 | i |
| CCCC(=O)N1CCN(Cc2nc3cc([N+](=O)[O-])ccc3n2C)CC1 | -0.94 | i |
| Cc1nc(NCCc2ccccc2)c2nnn(Cc3ccccc3Cl)c2n1 | 0.29 | i |
| CCc1cccc(NC(=O)C2CCCN2S(=O)(=O)c2cccc3cccnc23)c1 (stereo not drawn) | -0.03 | i |
| CCC(C)N1C(=O)CCC1C(=O)NCCc1ccc(Cl)cc1 (stereo not drawn) | -0.79 | i |
| COc1ccc(-n2c(CNC(=O)c3ccc(S(=O)(=O)N4CCCC4)cc3)n[nH]c2=S)cc1 | 1.3 | i |
| CCOC(=O)c1c(C)c(C(=O)NCc2ccc(OC)cc2)c(C)n1C | 0.1 | i |
| O=C(COc1ccc(S(=O)(=O)N2CCCCC2)cc1)NCc1ccncc1 | -1.1 | i |
| CCOC(=O)C1=C(c2ccccc2)NC(=O)NC1c1ccc(OC)cc1OC (stereo not drawn) | -0.36 | i |
| O=C(CSCc1c(F)cccc1Cl)NCCSCc1ccco1 | -1.2 | i |
| O=C(N/N=C/c1ccccc1[N+](=O)[O-])c1ccc2c(c1)OCCO2 | -1 | i |
| COc1ccccc1C(=O)COC(=O)Cn1[nH]c(=O)c2ccccc2c1=O | 0.4 | i |
| CCOC(=O)CC1C(=O)NCCN1C(=O)Nc1ccccc1 (stereo not drawn) | 0 | i |
| CCn1c(=O)c(CCC(=O)NCC2CCCO2)c(C)c2c(C)nn(-c3ccccc3)c21 (stereo not drawn) | -2.7 | i |
| O=C(c1ccccc1)c1coc2ccc(O)c(Cl)c12 | -1.5 | i |
| O=C(CSc1nnc(-c2cccnc2)s1)Nc1ccnc2ccccc12 | -0.16 | i |
| COc1cccc(CNC(=O)C2CC(=O)N(C3CCCCC3)C2)c1 (stereo not drawn) | 0.29 | i |
| CCOc1ccccc1C1C(C(=O)Nc2ccc(OC)cc2)=C(C)Nc2nc(CCCO)nn21 (stereo not drawn) | 1.4 | i |
| O=C(CN1C(=O)c2cccc3cccc1c23)Nc1cccnc1 | -0.77 | i |
| Cc1ccc(-c2noc(C3CCCCC3)n2)cc1 | -0.66 | i |
| O=C1CCCN1c1ccc(S(=O)(=O)Nc2ccc3c(c2)OCCO3)cc1 | 0.53 | i |
| Cc1ccc(/C=N/NC(=O)c2cc3ccccc3cc2O)o1 | 0.42 | i |
| CN(C)/C=N/c1nc2nccc(-c3ccccn3)n2n1 | 1.5 | i |
| O=C1/C(=C/c2ccccc2)SC(=S)N1N1C(=O)C2CC2C1=O (stereo not drawn) | -0.36 | i |
| Cc1nc2c(c(=O)c3ccccc3n2C)c(=O)n1-c1ccccc1 | -0.68 | i |
| CCc1nc2ccc(C(=O)N3CCN(c4cc(C)ccc4C)CC3)cc2nc1CC | -0.03 | i |
| CC(C)Oc1nnnn1-c1ccccc1 | -0.49 | i |
| Nc1nnc(SCC(=O)NN2C(=O)NC3(CCCCC3)C2=O)s1 | 0.01 | i |
| Cc1c(-c2ncn[nH]2)sc(C#N)c1-c1ccccc1 | 0.34 | i |
| Cc1nnc(NC(=O)CSc2nnc(CC(=O)Nc3ccccc3F)n2C)s1 | 0.88 | i |
| CCCCC(=NCCc1c(C)[nH]c2ccccc12)C1=C(O)CC(c2ccccc2)CC1=O (stereo not drawn) | 0.08 | i |
| COc1cc(/C=C2/SC(=S)N(CC(=O)Nc3nc4ccccc4s3)C2=O)cc(OC)c1OC | 1.5 | i |
| COCCNc1nc(-c2ccc(OC)cc2)c(-c2ccc(OC)cc2)s1 | -2.7 | i |
| CCC(CC)c1nnc(NC(=O)C2=COCCO2)s1 | -0.6 | i |
| CCN(C(=O)c1cc2c(=O)n3ccccc3nc2n1C)C1CCCCC1 | -0.21 | i |

Grouped by structure: those above containing an aryl thioether with sulfur outside any ring
| mol | Kir21 block | KCNQ2 inh |
| --- | --- | --- |
| O=C(CSc1nnc(-c2cccnc2)s1)Nc1ccnc2ccccc12 | -0.16 | i |
| Nc1nnc(SCC(=O)NN2C(=O)NC3(CCCCC3)C2=O)s1 | 0.01 | i |
| Cc1nnc(NC(=O)CSc2nnc(CC(=O)Nc3ccccc3F)n2C)s1 | 0.88 | i |

(cont.)
| mol | Kir21 block | KCNQ2 inh |
| --- | --- | --- |
| COc1ccccc1C1(O)CCN(CC(=O)Nc2c(C)nn(C)c2C)CC1 | -1 | i |
| CCOc1ccc(CCNC(=O)COC(=O)CNC(=O)c2ccc(Br)o2)cc1OCC | 0.03 | i |
| Cc1ccc(S(=O)(=O)N/N=C/c2ccc(C#N)cc2)cc1 | 0.01 | i |
| O=[N+]([O-])c1ccc(NCc2ccc3c(c2)OCO3)cc1 | -0.26 | i |
| COc1cc(C(=O)N/N=C(\C)c2ccc3c(c2)OCO3)cc(OC)c1OC | 1.4 | i |
| CCCCCN(C(=O)CCC(=O)OCC(=O)c1ccc(C(C)CC)cc1)c1c(N)n(CCCC)c(=O)[nH]c1=O (stereo not drawn) | -0.38 | i |
| COC(=O)c1c(C)cc(O)c(C)c1O | 1.5 | i |
| C#CCOCCOCCOCCNc1nc(N2CCN(C(=O)[C@H](Cc3cc4ccccc4[nH]3)n3cc([C@@H](N)C(C)CC)nn3)CC2)nc(N2CCN(C(=O)[C@H](CCCCN)n3cc([C@@H](N)CO)nn3)CC2)n1 (stereo partly drawn) | 0.13 | i |
| CCOC(=O)Nc1nnc(CCc2ccccc2)s1 | -0.07 | i |
| CCOc1ccc(C(=O)Nc2nnc(SCC(=O)NCC3CCCO3)s2)cc1OCC (stereo not drawn) | -0.06 | i |
| N#CC1=C(N)SC(N)=C(C#N)C1c1ccc([N+](=O)[O-])cc1 | -0.39 | i |
| CN1CCc2c(sc3nc(NN)n(-c4ccc(Cl)cc4)c(=O)c23)C1 | -0.14 | i |
| CC1CCc2sc(C(=O)N(C)CC(=O)Nc3cccc(F)c3)cc2C1 (stereo not drawn) | 0.02 | i |
| COc1ccc(CNC(=O)CCCn2nc(C)c([N+](=O)[O-])c2C)cc1OC | -1.1 | i |
| CCc1ccc2[nH]c3nc(SCc4nnc(-c5ccccc5)o4)nnc3c2c1 | 0.35 | i |
| CCNC(=O)NC(=O)C(C)OC(=O)CCCc1nc2ccccc2s1 (stereo not drawn) | 1.9 | i |
| COC(=O)/C(C(C)=O)=C(/C=C/C=C/N(C)C)N(C)C | -0.05 | i |
| CC(C)n1c(C(F)(F)F)nc2cc(C(=O)N3CCC(O)CC3)ccc21 | 0.68 | i |
| COc1ccccc1COC(=O)N/C=C/c1ccco1 | -0.57 | i |
| CCOc1cc(/C=C2\C(=O)N(CCC#N)N=C2C)ccc1OCC(N)=O | 0.6 | i |
| CC(C)(C)NC(=O)NC(=O)COC(=O)Cc1c(F)cccc1Cl | 1.4 | i |
| O=c1[nH]c(CSc2ncc(-c3ccc(F)cc3)n2Cc2ccco2)nc2ccccc12 | 1.1 | i |
| Cc1cc(NC(=O)COc2ccc(N(C)S(=O)(=O)c3ccccc3)cc2)no1 | -0.98 | i |
| CC(C)CCN(C)C1CCN(S(=O)(=O)c2ccc(F)cc2)CC1 | -1.4 | i |
| COC(=O)c1ccc2c(=O)[nH]c(CSc3nc(C)cs3)nc2c1 | -0.11 | i |
| COc1ccc(OC)c(C2CC(=O)c3c([nH]c(C(=O)OC(C)C)c3C)C2)c1 (stereo not drawn) | 0.01 | i |
| COc1ccc2cc(C(C)C(=O)Nc3cccc(S(=O)(=O)N(C)C)c3)ccc2c1 (stereo not drawn) | 1.8 | i |
| COc1ccc([N+](=O)[O-])cc1NC(=O)c1ccc(C)o1 | 1.4 | i |
| COc1ccc(Nc2nc(N)nc(CN3CCN(c4ccc(F)cc4)CC3)n2)cc1 | 0.61 | i |
| N#Cc1ccccc1COC(=O)c1ccc(Br)o1 | -2 | i |
| COc1ccccc1CC(=O)Nc1sc2c(c1C(N)=O)CCCC2 | 0.1 | i |
| O=C(Cn1nnc2ccccc2c1=O)N1CCCc2ccccc21 | 0.87 | i |
| O=C(c1cccc(Oc2ccc([N+](=O)[O-])cc2Cl)c1)N1CCCCC1 | -2.9 | i |
| O=C(NCC1CCCCC1)C1(CC2CC(c3ccc(Cl)cc3)=NO2)CCNCC1 (stereo not drawn) | -2.7 | i |
| O=C(NC(=S)Nc1ccc(O)cc1)c1cncc(Br)c1 | -1.6 | i |
| CCOc1ccc(CN2CCNC(=O)C2CC(=O)NC2CCCCCC2)cc1 (stereo not drawn) | -2.7 | i |
| Cc1ccccc1NC(=O)CN1C(=O)c2ccccc2C1=O | -1.1 | i |
| Fc1ccc(Sc2nc(-c3ccccc3)nnc2C(F)(F)F)cc1 | 0.78 | i |
| Cc1c(C)n(CCCN(C)C)c2ncnc(NC3CCCCC3)c12 | -2.7 | i |
| COc1cc(/C=C2\SC(=N)N(c3ccc(F)cc3)C2=O)ccc1O | -0.27 | i |

Other results.
structure | Kir21 block | KCNQ2 inh
Cn1c(SCC(=O)c2ccccc2)nc2cccnc21 | -0.84 | i
COc1ccc(C2=Nn3c(nnc3-c3ccncc3)SC2)cc1 | 1.4 | i
C=CCOC(=O)C1=C(C)NC(=S)NC1c1cccs1 (stereo not drawn) | -0.98 | i
O=C(CSc1nc2ccccc2nc1N1CCCC1)Nc1ccc(F)cc1 | -0.03 | i
Nc1c(SCCC(=O)O)ccc2c1C(=O)c1ccccc1C2=O | 1.4 | i
N#Cc1ccc(C(=O)Nc2nnc(-c3cccs3)o2)cc1 | 0.93 | i
CCCCNc1c([N+](=O)[O-])cc(C)cc1[N+](=O)[O-] | -0.85 | i
CCOC(=O)c1ccc(NC(=O)NC2CC3CCC(C2)N3)cc1 (stereo not drawn) | 0.16 | i
COc1cccc(Oc2ccc(C(F)(F)F)cc2N)c1 | 0.54 | i
CC(=O)Nc1ccc(CN2CCCC(CO)(Cc3cccc(Cl)c3)C2)cc1 (stereo not drawn) | -0.11 | i
O=C1CCC(CCC(=O)N2CCCC(C(=O)c3ccc(Cl)cc3)C2)=NN1 (stereo not drawn) | -0.34 | i
CCCCn1c(N)c(N(CC)C(=O)c2cc(CC)c(C)s2)c(=O)[nH]c1=O | -1.6 | i
O=C(CCc1nc2ccccc2c(=O)[nH]1)Nc1ccc(F)cc1 | -0.58 | i
Cc1ccccc1OCC(O)Cn1c(NCc2ccccc2)nc2c1c(=O)[nH]c(=O)n2C (stereo not drawn) | -3.3 | i
COc1ccc(N2CCN(Cc3nc(-c4ccc(Cl)cc4Cl)no3)CC2)cc1 | 0.04 | i
COc1cc(/C=N/NC(=O)C(N)=O)ccc1OC(=O)c1cccs1 | 2.3 | i
COc1ccccc1C(=O)COC(=O)/C=C/c1ccccc1 | -1.3 | i
Cc1cc(F)c(F)c(C(=O)NC2CC2)c1Cl | -0.27 | i
O=C(C1CCN(S(=O)(=O)c2ccccc2[N+](=O)[O-])CC1)N1CCOCC1 | -0.33 | i
O=C(c1ccco1)N1CCN(C(=O)c2ccccc2OC(=O)C23CC4CC(CC(C4)C2)C3)CC1 | 0.22 | i
CC(C)(C)c1ccc(OCC(=O)NCCN2CCCC2)cc1 | -2 | i
CCCN1CCN(S(=O)(=O)c2ccc(-n3cnnn3)cc2)CC1 | 1.7 | i
COc1ccc(CN2c3cc(S(=O)(=O)N4CCOCC4)ccc3N3CCCC32)cc1 (stereo not drawn) | 0.07 | i
Cc1nc(CCNC(=O)C2CCC(=O)N(CCc3cccc(F)c3)C2)sc1C (stereo not drawn) | -0.42 | i
COc1ccc(Cc2nc(C(=O)Nc3ccccc3)cs2)cc1 | 1.4 | i
Cn1nc(C(F)(F)F)c(C#N)c1N1CCN(c2ccc(F)cc2)CC1 | -0.01 | i
CCc1cc2c(-n3nc(C)cc3C)ncnc2s1 | -1.4 | i
CC1CCc2c(sc(/N=C/N(C)C)c2C#N)C1 (stereo not drawn) | -1.1 | i
Cc1cc(C(F)(F)F)n2ncc(-c3cccc(Br)c3)c2n1 | 0.25 | i
CN(CC(=O)Nc1cccc(F)c1)C(=O)/C=C/c1cn(Cc2ccccc2)nc1-c1cccnc1 | -0.05 | i
CCOC(=O)c1sc2nc(C)nc(NCCc3ccccn3)c2c1C | 0.78 | i
COc1ccc(CSCCN)cc1Cl | -0.67 | i
Cc1ccc(CNC(=O)C2CCCN(C(=O)N(C)C)C2)cc1 (stereo not drawn) | 1.8 | i
CCOc1ccc(C2C(C(=O)/C=C/c3ccco3)=C(O)C(=O)N2CCN2CCOCC2)cc1OC (stereo not drawn) | 0.69 | i
COc1ccc(S(=O)(=O)N(CC(=O)NCc2ccco2)c2ccccc2OC)cc1 | -0.04 | i
c1ccc(N=P(c2nc3ccccc3o2)(N2CCOCC2)N2CCOCC2)cc1 | -0.15 | i
N#CC(C#N)=NNc1ccc([N+](=O)[O-])cc1 | -2 | i
COc1ccccc1C(O)P(=O)(OC(C)C)c1ccc(N(C)C)cc1 (stereo not drawn) | -1.2 | i
CCC(C)Sc1nc2c(cnn2-c2ccc(C)cc2)c(=O)[nH]1 (stereo not drawn) | -0.48 | i

In the list so far, these have bromine:
structure | Kir21 block | KCNQ2 inh
CCOc1ccc(CCNC(=O)COC(=O)CNC(=O)c2ccc(Br)o2)cc1OCC | 0.03 | i
N#Cc1ccccc1COC(=O)c1ccc(Br)o1 | -2 | i
O=C(NC(=S)Nc1ccc(O)cc1)c1cncc(Br)c1 | -1.6 | i
Cc1cc(C(F)(F)F)n2ncc(-c3cccc(Br)c3)c2n1 | 0.25 | i

Random draw from the library; about 1.8% have a hit in one of these screens.
